# Tn7 DDE FP: inhibitors of Tn7 peptide binding to fibrin DD(E), primary screen, biochemical, fluorescence polarization, human fibrin, Tn7 probe; Fibrinogen beta chain (Homo sapiens), P02675; FP displacement of FITC-Tn7 peptide from fibrin DD(E); 0% = median of compound wells per plate; inhibition, % at 8.3 µM; 370,000 compounds, 0.13% hits;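 active means inhibition above the mean of compounds falling within the control limits plus 3 SD of them, cut at about 14% in these data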;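 further: 0% = plate median of compound wells and 100% = 10 µM Aha-Tn7 peptide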
# Target sequence (P02675 whole entry, looked up): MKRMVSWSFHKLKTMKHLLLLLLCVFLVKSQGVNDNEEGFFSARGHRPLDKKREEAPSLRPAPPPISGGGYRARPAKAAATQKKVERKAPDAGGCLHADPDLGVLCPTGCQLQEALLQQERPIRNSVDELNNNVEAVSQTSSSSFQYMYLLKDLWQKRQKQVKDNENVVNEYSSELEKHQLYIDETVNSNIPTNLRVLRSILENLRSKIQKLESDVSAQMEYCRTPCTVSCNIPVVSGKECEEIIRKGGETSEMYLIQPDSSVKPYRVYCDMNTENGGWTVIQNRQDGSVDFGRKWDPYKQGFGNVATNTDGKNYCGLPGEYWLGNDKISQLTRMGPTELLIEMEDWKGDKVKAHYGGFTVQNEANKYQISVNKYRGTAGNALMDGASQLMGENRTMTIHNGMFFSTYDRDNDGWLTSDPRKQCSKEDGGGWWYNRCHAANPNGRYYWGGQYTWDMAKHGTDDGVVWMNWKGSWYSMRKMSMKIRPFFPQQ
#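 Assay system: human fibrin DD(E). Input: DD(E) 2 µM final. Medium: Tris buffer with calcium and detergent, pH 7.8. Compound dosing: single point at 8.3 µM. Timing: 10 min plus 3 h, room temperature. Technique: fluorescence polarization of the labelled Tn7 tracer. Read-out: percent inhibition. Replicates: singlicate testing.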
# DDE Tn6 FP inh: inhibitors of Tn6 peptide binding to fibrin DD(E), primary screen, biochemical, fluorescence polarization, human fibrin, Tn6 probe. Fibrinogen beta chain (Homo sapiens), P02675. 370,000 compounds, 0.21% hits. inhibition, % at 8.3 µM. Fibrin DD(E) TRITC-Tn6 fluorescence polarization displacement;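 active means inhibition above a per-campaign cutoff: mean of compounds within control limits plus 3 SD, cut at about 15% in these data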;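 further: 0% = median of all compound wells on the plate and 100% = blocking peptide control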
# PLCb3 inh: human PLC-beta3 inhibitors, primary screen, biochemical, fluorescence | 370,000 compounds, 0.18% hits | AID 720704, 2013 | inhibition, % at 12.2 µM | 1-phosphatidylinositol 4,5-bisphosphate phosphodiesterase beta-3 (Homo sapiens), Q01970 | Purified PLC-beta3, fluorogenic substrate; in the data active means inhibition above about 11%;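 further: 0% = median of compound wells on plate and 100% = full blocker control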
# TDP2 absorb: human TDP2 enzyme inhibitors, primary screen, biochemical, epi absorbance, recombinant enzyme; T5PNP hydrolysis, p-nitrophenol absorbance 415 nm; inhibition, % at 12.8 µM; 370,000 compounds, 0.34% hits; AID 720702, 2013;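 active means inhibition above the mean of all tested compounds plus 3 SD, set per campaign, cut at about 25% in these data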;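 further: 0% = DMSO with enzyme and 100% = buffer with substrate but no TDP2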
#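 Read-out basis: percent inhibition. System: recombinant human TDP2. Buffer or medium: Mg2+-containing Tris-HCl buffer, pH 7.5. Repeats: single replicate. Timing: reaction 2 h, 37 °C. Benchmarks: high control without enzyme, low control DMSO plus TDP2. Probe or stimulus: 5 mM T5PNP. Doses: 12.8 µM only. Measured by: epi absorbance of p-nitrophenol freed from T5PNP by hydrolysis.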
# ADAM17 inh: ADAM17 inhibitors, primary screen, biochemical, QFRET; inhibition, % at 6.95 µM; 370,000 compounds, 0.83% hits; recombinant ADAM17, EDANS/DABCYL FRET peptide cleavage; Disintegrin and metalloproteinase domain-containing protein 17 (Homo sapiens), P78536;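 active means inhibition above the mean of compounds lying between control limits plus 3 SD, set per campaign, cut at about 8.5% in these data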;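 further: 0% = DMSO-only wells as the low control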
# SIAE inh: human SIAE inhibitors, primary screen, biochemical, fluorescence polarization, FP-Rh probe, 1536-well HTS. Sialate O-acetylesterase (Homo sapiens), Q9HAT2. SIAE FP-Rh probe binding. 370,000 compounds, 0.69% hits. inhibition, % at 9.66 µM. AID 1053197, 2014;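 active means inhibition above a cutoff: mean of compounds within the control limits plus 3 SD of those, cut at about 17% in these data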;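 further: 0% = plate median of compound wells and 100% = probe without SIAE protein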
# ARFGAP1 inhibitor: inhibitors of rat ARFGAP1 GAP activity, primary screen, biochemical, fluorescence polarization, GDP tracer. ADP-ribosylation factor GTPase-activating protein 1 (Rattus norvegicus), Q62848. 360,000 compounds, 0.26% hits. Arfgap1-stimulated ARF1 GTP hydrolysis, GDP FP detection. inhibition, % at 16.5 µM;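 active means inhibition above a per-plate limit, mean inhibition of low control wells plus 3 SD, cut at about 25% in these data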;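 further: 0% = DMSO wells with enzyme and 100% = wells lacking Arfgap1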
#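 Assay system: Rat Arfgap1 GAP domain (His6, aa 1-136), purified enzyme | Buffer or medium: HEPES 25 mM pH 7.5, NaCl 150 mM, MgCl2, DTT | Schedule: GTP hydrolysis reaction 2 h at 25 °C | Signal: FP of antibody-bound GDP Alexa 633 tracer, ex 620/em 688 nm | Measure: Percent inhibition of Arfgap1-stimulated GTP hydrolysis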
# ADAM10 inh: human ADAM10 inhibitors, primary screen, biochemical, QFRET, HTS | inhibition, % at 7 µM | Disintegrin and metalloproteinase domain-containing protein 10 (Homo sapiens), O14672 | 370,000 compounds, 0.62% hits | recombinant ADAM10, EDANS/DABCYL FRET peptide cleavage, 3 h;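 active means inhibition above a per-campaign cutoff equal to the mean of compounds falling between control-based bounds plus 3 SD, cut at about 20% in these data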;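 further: 0% = DMSO wells while the 100% control is not disclosed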
# Target sequence (O14672 214-748 limits assumed): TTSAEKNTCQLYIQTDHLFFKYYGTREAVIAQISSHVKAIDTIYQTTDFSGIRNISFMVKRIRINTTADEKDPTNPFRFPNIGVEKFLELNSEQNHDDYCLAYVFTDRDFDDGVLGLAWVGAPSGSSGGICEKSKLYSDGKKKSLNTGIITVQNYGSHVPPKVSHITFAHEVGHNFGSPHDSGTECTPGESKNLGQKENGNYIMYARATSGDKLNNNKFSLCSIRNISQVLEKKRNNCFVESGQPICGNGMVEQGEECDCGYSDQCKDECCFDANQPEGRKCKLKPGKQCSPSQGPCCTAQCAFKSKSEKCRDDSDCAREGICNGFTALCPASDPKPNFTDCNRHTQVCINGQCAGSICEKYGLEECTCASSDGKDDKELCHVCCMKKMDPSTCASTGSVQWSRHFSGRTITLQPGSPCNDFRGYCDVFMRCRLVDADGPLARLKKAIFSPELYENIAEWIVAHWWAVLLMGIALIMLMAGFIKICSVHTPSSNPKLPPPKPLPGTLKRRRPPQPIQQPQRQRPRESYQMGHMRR
# ASAP1 inh: inhibitors of human ASAP1 ArfGAP activity, primary screen, biochemical, fluorescence polarization; inhibition, % at 16.5 µM; ASAP1-stimulated ARF1 GTP hydrolysis, GDP FP detection; 360,000 compounds, 0.19% hits; AID 624377, 2012; in the data active means inhibition above about 25%;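 further: 0% = vehicle with enzyme and substrate and 100% = no enzyme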
# PLCg1 inh: PLC-gamma1 enzyme inhibitors, primary screen, biochemical, fluorescence, purified enzyme. fluorogenic substrate. 370,000 compounds, 0.84% hits. 1-phosphatidylinositol 4,5-bisphosphate phosphodiesterase gamma-1 (Homo sapiens), P19174. inhibition, % at 12.2 µM; in the data active means inhibition above about 9.5%
# * marks the source's active call; other numbers are inactive results.
# Start of the data: the first 4 entries, ahead of the listing:
1	COc1ccc(CN2C(=O)c3ccccc3C2=O)cc1C(=O)OC(C)C(=O)NC(N)=O (stereo not drawn)
2	Cc1ccc(N/C(N)=N/c2nc(C(F)(F)F)cc(C(F)(F)F)n2)cc1
3	O=C(NCC(=O)N(c1cccc(F)c1)C(C(=O)NC1CCCC1)c1cccnc1)c1ccco1 (stereo not drawn)
4	Nc1nnc(SCC(=O)Nc2ccc(N3CCOCC3)c(Cl)c2)s1
Compound	1	2	3	4
ADAM10 inh	-5	0	12	-10
Tn7 DDE FP	1	5	6	-5
ASAP1 inh	-2	10	-2	2
DDE Tn6 FP inh	3	2	-3	5
PLCb3 inh	2	3	-5	-4
ARFGAP1 inhibitor	-4	-5	-7	14
ADAM17 inh	-2	0	-4	-5
SIAE inh	-7	-7	1	6
PLCg1 inh	0	-1	0	1
TDP2 absorb	-3	14	-1	-1

# The list itself (from the top)
1	COc1ccc(CN2C(=O)c3ccccc3C2=O)cc1C(=O)OC(C)C(=O)NC(N)=O (stereo not drawn)
2	Cc1ccc(N/C(N)=N/c2nc(C(F)(F)F)cc(C(F)(F)F)n2)cc1
3	O=C(NCC(=O)N(c1cccc(F)c1)C(C(=O)NC1CCCC1)c1cccnc1)c1ccco1 (stereo not drawn)
4	Nc1nnc(SCC(=O)Nc2ccc(N3CCOCC3)c(Cl)c2)s1
5	O=C(Nc1ccc2c(c1)OCCO2)c1oc2ccccc2c1NC(=O)C1CC1
6	O=S(=O)(Nc1ccc2ccccc2c1)N1CCCCC1
7	CCN1C(=NCCc2ccc([N+](=O)[O-])cc2)N[C@@H](c2ccccc2)[C@H](C(=O)OC)[C@H]1C
8	N/C(=N\NS(=O)(=O)c1ccccc1)c1ccccn1
Compound	1	2	3	4	5	6	7	8
ADAM10 inh	-5	0	12	-10	-4	-20	-5	-2
Tn7 DDE FP	1	5	6	-5	-8	-5	-2	-2
ASAP1 inh	-2	10	-2	2	11	12	-2	-9
DDE Tn6 FP inh	3	2	-3	5	-7	3	-1	2
PLCb3 inh	2	3	-5	-4	-8	-8	2	-4
ARFGAP1 inhibitor	-4	-5	-7	14	3	-1	-7	2
ADAM17 inh	-2	0	-4	-5	-3	-8	-5	-2
SIAE inh	-7	-7	1	6	-3	-2	10	-1
PLCg1 inh	0	-1	0	1	-3	-2	0	1
TDP2 absorb	-3	14	-1	-1	2	13	8	13

9	Cc1ccc2[nH]c(=O)c(CN(CC3CCCO3)C(=S)Nc3ccccc3)cc2c1 (stereo not drawn)
10	COc1ccc(-n2nc(C(=O)NCC(=O)Nc3cc(C)ccc3OC)c3ccccc3c2=O)c(OC)c1
11	CCOCCCNC(=O)c1ccc(NC(=O)C2CCCO2)cc1 (stereo not drawn)
12	COc1ccccc1C(=O)Nc1ccnn1C1CCN(C/C=C/c2ccccc2)CC1
13	Cc1cccc(NC(=O)CSc2nc3ccccc3c(=O)n2C)c1
14	COc1ccccc1-c1nnc(SCC(=O)Nc2ccccc2)o1
15	CC(C)(C)[C@H]1C=C(C(=O)N2CCOCC2)O[C@@H](OCc2ccc(CO)cc2)C1
16	Cc1cccc(C(=O)N2CCCC(CCC(=O)N3CCN(c4ccccn4)CC3)C2)c1C (stereo not drawn)
Compound	9	10	11	12	13	14	15	16
ADAM10 inh	-9	7	-5	-3	2	-4	4	-19
Tn7 DDE FP	-2	-6	-3	9	1	-4	9	-3
ASAP1 inh	4	10	-5	4	8	-4	14	0
DDE Tn6 FP inh	-2	-5	3	-4	-4	-4	-1	2
PLCb3 inh	-3	1	-1	-8	-2	-28	-2	-9
ARFGAP1 inhibitor	-3	-7	3	-13	1	-6	0	-7
ADAM17 inh	-5	2	0	-11	1	-2	-4	-6
SIAE inh	-9	5	-6	-3	4	-1	-4	2
PLCg1 inh	4	2	2	-7	0	0	4	1
TDP2 absorb	5	-5	-2	3	6	8	12	1

17	O=C(Nc1cc(S(=O)(=O)Nc2ccc(Cl)cc2)ccc1N1CCCCC1)c1ccc(F)cc1Cl
18	CCOc1ccc(S(=O)(=O)NCCC(=O)N(C)Cc2cccs2)cc1
19	COC(=O)C1=C(C)N(C)C(=NCc2ccc3c(c2)OCO3)NC1c1ccc(C(F)(F)F)cc1 (stereo not drawn)
20	C=CCN(CC=C)C(=O)c1ccncc1
21	CC(O)Cc1cn([C@@H](CCCCNC(=O)OC(C)(C)C)C(=O)N2CCN(C(=O)OC(C)(C)C)CC2)nn1 (stereo partly drawn)
22	O=C1C(Cc2ccccc2)Nc2ncnc(N3CCCCC3)c2N1Cc1ccccc1 (stereo not drawn)
23	COc1ccc(C(=O)Nc2cccc3c2CCCC3)cc1
24	CC(C)c1ccc(NC(=O)COc2ccc(S(=O)(=O)N3CCOCC3)cc2)cc1
Compound	17	18	19	20	21	22	23	24
ADAM10 inh	9	-6	-4	6	2	-8	7	-9
Tn7 DDE FP	-7	-5	-2	-4	2	-2	-6	-5
ASAP1 inh	8	0	-8	4	-7	0	-7	5
DDE Tn6 FP inh	-6	-4	12	-2	4	6	-2	0
PLCb3 inh	0	-3	0	7	5	-21	-1	2
ARFGAP1 inhibitor	11	7	4	10	5	6	10	-10
ADAM17 inh	7	-1	2	-7	5	-2	0	0
SIAE inh	-99	-6	4	2	5	3	-7	-1
PLCg1 inh	2	-3	2	3	4	-12	2	2
TDP2 absorb	-10	5	-8	-9	-11	1	4	-11

25	COC(=O)NCC(c1cccnc1)N1CCN(c2ccccc2F)CC1 (stereo not drawn)
26	CNNC(=S)NCCC1=CCCCC1
27	CCC(CO)Oc1cc(NCc2ccc(O)cc2)c2ncn(C(C)C)c2c1 (stereo not drawn)
28	Cn1c(SCC(=O)NCC2CCCO2)nc2scc(-c3ccccc3)c2c1=O (stereo not drawn)
29	OCCN(Cc1ccccc1)C(=S)Nc1ccc(Cl)cc1Cl
30	CC(NC(=O)CCC(=O)c1ccccc1)c1ccc(F)cc1 (stereo not drawn)
31	COc1cc(NS(=O)(=O)c2c(C)[nH]c(C)c2C(=O)N2CCCC2)cc(OC)c1OC
32	c1ccc(-c2nc(N3CCN(c4ccccc4)CC3)nc(-n3ccnc3)n2)cc1
Compound	25	26	27	28	29	30	31	32
ADAM10 inh	-4	-3	-5	-1	-2	-6	-3	2
Tn7 DDE FP	6	-2	-6	-3	-3	-9	1	7
ASAP1 inh	1	1	2	2	-7	0	-4	-16
DDE Tn6 FP inh	-1	0	2	-2	-14	4	-8	3
PLCb3 inh	2	-6	-14	-2	-2	-9	-7	-1
ARFGAP1 inhibitor	6	-5	-5	0	3	5	0	1
ADAM17 inh	0	-3	-1	1	-2	1	-4	0
SIAE inh	4	2	4	-10	4	1	2	4
PLCg1 inh	-1	2	-7	-1	0	-3	-1	2
TDP2 absorb	6	4	-3	5	1	1	9	-5

# Three compounds from above, arranged by SMILES length, rising:
30	CC(NC(=O)CCC(=O)c1ccccc1)c1ccc(F)cc1 (stereo not drawn)
4	Nc1nnc(SCC(=O)Nc2ccc(N3CCOCC3)c(Cl)c2)s1
10	COc1ccc(-n2nc(C(=O)NCC(=O)Nc3cc(C)ccc3OC)c3ccccc3c2=O)c(OC)c1
Compound	30	4	10
ADAM10 inh	-6	-10	7
Tn7 DDE FP	-9	-5	-6
ASAP1 inh	0	2	10
DDE Tn6 FP inh	4	5	-5
PLCb3 inh	-9	-4	1
ARFGAP1 inhibitor	5	14	-7
ADAM17 inh	1	-5	2
SIAE inh	1	6	5
PLCg1 inh	-3	1	2
TDP2 absorb	1	-1	-5

# The list goes on:
33	O=C(CSc1nnnn1-c1ccccc1)Nc1ccc(Cl)cc1
34	C[C@H](O)C#Cc1ccc2c(c1)O[C@@H](CN(C)Cc1ccc(-c3ccccc3)cc1)[C@H](C)CN([C@@H](C)CO)S2(=O)=O
35	O=C(Cc1ccc(Br)cc1)NCCc1ccc(Cl)cc1Cl
36	COc1ccc(/C=N/NC(=O)c2cc3cc(OC)c(OC)cc3[nH]2)cc1
37	Cc1ccccc1S(=O)(=O)NC(=O)C1(C)CCN1C(=O)c1cccc2ccccc12 (stereo not drawn)
38	CCOC(=O)Cc1ccc(Nc2nc(NCCOC)nc3ccsc23)cc1
39	CCOc1ccccc1N1CCN(C(=O)c2ccc3[nH]c4c(c3c2)CCCC4)CC1
40	COc1ccc(CN2C(=O)C(CC(=O)NCCN3CCOCC3)CC(C(=O)N3CCOCC3)=C2C)cc1 (stereo not drawn)
Compound	33	34	35	36	37	38	39	40
ADAM10 inh	8	4	3	-80	-8	-16	12	-3
Tn7 DDE FP	-4	2	3	-3	-10	1	-37	3
ASAP1 inh	5	7	-5	3	5	4	12	-4
DDE Tn6 FP inh	-7	0	-2	-3	8	2	-10	4
PLCb3 inh	4	-1	-9	-139	-1	-23	-9	3
ARFGAP1 inhibitor	3	23	7	39*	0	-8	3	9
ADAM17 inh	1	6	3	-35	0	-5	4	0
SIAE inh	-3	-25	0	5	-4	3	8	-4
PLCg1 inh	14*	0	-2	-112	3	-21	-5	4
TDP2 absorb	-8	0	5	-11	-1	6	-5	1

# Bioassay records: PubChem, The Scripps Research Institute Molecular Screening Center
